Tau fluor cs: counter-screen for tau fibril formation inhibitors | Potency, µM (doses to about 57.7 µM), for inactives: at the top dose activity change, negative = decrease | tau K18 P301L Alexa594 fluorescence, heparin fibrillization | AID 1463 | 0.93% of 280,000 active; note: % is set by controls: 0 for no effect and ±100 for the full control effect; nearly all actives have a fitted effect of over 55% in size
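Human K18 P301L tau (15 uM unlabeled plus 0.24 uM Alexa 594-labeled, final) in 100 mM sodium acetate pH 7 was mixed with compound and 20 uM heparin and incubated 6 hr at 37 C.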
TRb SRC2 PPI: TRbeta-SRC2 interaction inhibition; TRbeta-SRC2 peptide binding, fluorescence polarization; receptor liganded with 1 µM T3; Potency, µM (doses to about 106 µM), inactives show at the highest dose activity change, negative = inhibition, hits mostly inhibitors; 0.065% of 280,000 active;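 note: plate controls were bound peptide for no effect and peptide without receptor for full effect; nearly all actives have a fitted effect of over 50% in size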
Target sequence (P10828 whole entry, looked up): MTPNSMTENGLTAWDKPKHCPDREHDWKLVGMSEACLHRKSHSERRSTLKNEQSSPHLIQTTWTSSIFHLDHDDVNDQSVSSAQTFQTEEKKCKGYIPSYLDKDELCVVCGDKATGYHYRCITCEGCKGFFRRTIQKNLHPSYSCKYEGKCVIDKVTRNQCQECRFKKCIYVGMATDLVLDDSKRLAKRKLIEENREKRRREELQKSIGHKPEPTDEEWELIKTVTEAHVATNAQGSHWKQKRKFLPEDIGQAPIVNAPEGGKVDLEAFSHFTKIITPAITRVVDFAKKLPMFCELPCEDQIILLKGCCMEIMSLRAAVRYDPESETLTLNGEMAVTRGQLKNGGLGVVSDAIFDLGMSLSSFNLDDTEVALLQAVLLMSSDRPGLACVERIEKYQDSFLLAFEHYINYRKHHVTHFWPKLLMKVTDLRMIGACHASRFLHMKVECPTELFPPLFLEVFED
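Human TRb ligand-binding domain (0.6 uM) is mixed with 20 nM Texas Red SRC2 peptide and 1 uM T3; after compound addition and 5 hr at ambient temperature, polarization is measured and normalized to unbound and bound controls.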
TexasRed fluor: alters Texas Red total fluorescence, flagging assay interference; TRb/SRC2 Texas Red total fluorescence interference; Potency, µM (titrated, usually from 106 µM), for the others: top-dose fluorescence change, negative = quenching; 0.29% of 280,000 active; active = well fitted curve in either direction with a large enough effect; inconclusive = small, poorly fitted or top-dose-only effect; note: % is set by controls: 0 for no effect and ±100 for the full control effect
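Human TRb ligand-binding domain at 0.6 uM with 20 nM Texas Red SRC2 peptide in Tris buffer containing 1 uM T3 and 5% DMSO, incubated with compound 5 h at ambient temperature. Total fluorescence (555/632 nm) calculated as parallel + 2 × perpendicular.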
L3MBTL1 block: L3MBTL1 (human) inhibition; Q9Y468; AlphaScreen L3MBTL1–H3K9me1 peptide binding; Potency, µM (top dose mostly 57.1 µM), inactives show at the highest dose activity, negative = inhibition, hits mostly inhibitors; 0.66% of 230,000 active; AID 485360; note: % is set by controls: 0 for no effect and ±100 for the full control effect; nearly all actives have a fitted effect of over 60% in size
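Displacement of a biotinylated histone H3(1-15) peptide monomethylated at Lys9 (75 nM) from L3MBTL1 (50 nM) was measured by AlphaScreen after a 30 min room-temperature compound incubation; cefsulodin titration served as intraplate control.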
HTT cytoprotect: protects HTT-Q103 PC12 cells, measured by ATP. PC12 HTT-Q103 induced, cytoprotection, ATP luminescence, 40 h. Potency, µM (top dose mostly 56.4 µM), without a hit: cytoprotection (ATP increase), hits mostly activators. 0.14% of 230,000 active;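 note: % of control where 0% means no effect; nearly all actives have a fitted effect of over 45% in size; toxic huntingtin expression switched on by the ecdysone agonist tebufenozide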
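ATP quantification (ATPlite) reports survival of PC12 cells in which tebufenozide, 100 nM final, switches on Htt exon 1 with 103 glutamines linked to GFP; compounds are titrated.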
RECQ1 helicase: blocks DNA unwinding by human RECQ1. P46063. Potency, µM (titrated, usually from 57.3 µM), inactives show at the highest dose activity, negative = inhibition, actives largely listed as inhibitors. RECQ1 DNA unwinding, red fluorescence kinetic read. 0.54% of 240,000 active;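 note: plate controls were vehicle for no effect and no enzyme for full effect; nearly all actives have a fitted effect of over 30% in size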
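50 nM RECQ1T1 preincubated 15 min with compound in Tris pH 8.0 buffer with MgCl2, DTT, Tween-20 and 2.5 ug/ml poly(dI-dC); started with 200 nM TAMRA/BHQ-2 forked duplex and 2 mM ATP. Unwinding read as fluorescence (525/598 nm), two reads 2 h apart.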
Tau FP inhib: tau fibrillization inhibition (FP) | P10636 | K18 P301L tau heparin fibrillization, Alexa594 FP, 6 h | Potency, µM (doses to about 57.7 µM), for inactives: top-dose activity, negative = inhibition, hits mostly inhibitors | 0.39% of 280,000 active; note: % is set by controls: 0 for no effect and ±100 for the full control effect; nearly all actives have a fitted effect of over 55% in size
Target sequence (P10636 561-689 P618L limits assumed): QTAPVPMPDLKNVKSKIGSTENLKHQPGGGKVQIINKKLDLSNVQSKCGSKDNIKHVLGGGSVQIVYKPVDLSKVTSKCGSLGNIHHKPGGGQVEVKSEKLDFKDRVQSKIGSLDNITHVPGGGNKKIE
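Compound effects on tau fibrillization are measured by Alexa 594 fluorescence polarization (ex 555, em 632 nm). K18 P301L tau is used at 15 uM with 0.24 uM labeled tracer, and 20 uM heparin induces aggregation over 6 hr at 37 C.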
Tau fibril ThT: inhibitors of human tau fibril formation, thioflavin T binding; 2.1% of 270,000 active; recombinant tau K18 P301L (four-repeat tau fragment), heparin-induced fibrillization, ThT fluorescence; Potency, µM (top dose mostly 57.4 µM), without a hit: top-dose activity, negative = inhibition, hits mostly inhibitors; note: % is set by controls: 0 for no effect and ±100 for the full control effect; nearly all actives have a fitted effect of over 55% in size
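In this qHTS, human K18 P301L tau is incubated with compound and heparin for 6 hr at 37 C, and Thioflavin T fluorescence then reports fibril load.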
An asterisk follows results filed as active; & = joins results of further samples; [ ] = remark or other dose. Unless noted, calls come from the whole dose curve; as a rule, active = well fitted curve in the direction sought with a large enough effect; inconclusive = small, poorly fitted or top-dose-only effect, or another doubt; inactive = no such curve, though single readings can be large; an effect the other way counts as inactive or inconclusive. Potency is the fitted concentration of half-maximal effect. An excerpt, so the mix of outcomes need not match the whole.

The opening four compounds, to show the layout:
For FC(F)(F)c1ccc(CSc2ccccn2)cc1 the results were Tau fluor cs inconclusive, TRb SRC2 PPI -3%, TexasRed fluor -2%, HTT cytoprotect 0%[10 µM], RECQ1 helicase 2% and Tau FP inhib 8%.
`O=c1[nH]c(=S)[nH]c(O)c1CN1CCCCC1` gave Tau fluor cs -22%, TRb SRC2 PPI -2%, TexasRed fluor 0%, L3MBTL1 block 3%, RECQ1 helicase 9%, Tau FP inhib -14% and Tau fibril ThT inconclusive.
`Cc1ccccc1Cn1cccc(C(=O)Nc2nc3ccccc3s2)c1=O` gave Tau fluor cs inconclusive, TRb SRC2 PPI -5%, TexasRed fluor 2%, Tau FP inhib -13% and Tau fibril ThT -5%.
For CCCCSP1(=S)NCCCO1 (configuration not stated) the results were Tau fluor cs -10%, TRb SRC2 PPI 2%, TexasRed fluor -3%, L3MBTL1 block 6%, HTT cytoprotect -11%, RECQ1 helicase -2%, Tau FP inhib -7% and Tau fibril ThT -9%.

The listing, repeating the preview:
For FC(F)(F)c1ccc(CSc2ccccn2)cc1 the results were Tau fluor cs inconclusive, TRb SRC2 PPI -3%, TexasRed fluor -2%, HTT cytoprotect 0%[10 µM], RECQ1 helicase 2% and Tau FP inhib 8%.
`O=c1[nH]c(=S)[nH]c(O)c1CN1CCCCC1` gave Tau fluor cs -22%, TRb SRC2 PPI -2%, TexasRed fluor 0%, L3MBTL1 block 3%, RECQ1 helicase 9%, Tau FP inhib -14% and Tau fibril ThT inconclusive.
`Cc1ccccc1Cn1cccc(C(=O)Nc2nc3ccccc3s2)c1=O` gave Tau fluor cs inconclusive, TRb SRC2 PPI -5%, TexasRed fluor 2%, Tau FP inhib -13% and Tau fibril ThT -5%.
For CCCCSP1(=S)NCCCO1 (configuration not stated) the results were Tau fluor cs -10%, TRb SRC2 PPI 2%, TexasRed fluor -3%, L3MBTL1 block 6%, HTT cytoprotect -11%, RECQ1 helicase -2%, Tau FP inhib -7% and Tau fibril ThT -9%.
For O=C(N/N=C\C1C(=O)NC(=S)N(c2ccccc2)C1=O)c1ccc(O)cc1 (configuration not stated) the results were Tau fluor cs -19%, TRb SRC2 PPI -2%, TexasRed fluor -2%, HTT cytoprotect -52%[inhibitor], RECQ1 helicase -5%, Tau FP inhib -16% and Tau fibril ThT inconclusive.
For Cn1c(O)c(C=Nc2ccc3c(c2)CCC3)c(=O)n(C)c1=O the results were Tau fluor cs -1%, TRb SRC2 PPI -2%, TexasRed fluor -1%, L3MBTL1 block -7%, HTT cytoprotect -24%, RECQ1 helicase -1%, Tau FP inhib 3% and Tau fibril ThT 2%.
For C[C@@]12CCC(=O)C=C1C=C[C@H]1[C@H]3CC[C@](O)(CCC(=O)O)[C@]3(C)CC[C@@H]12 the results were TRb SRC2 PPI -2%[53 µM], TexasRed fluor 0%[53 µM], HTT cytoprotect -50%[inhibitor][17.1 µM] and RECQ1 helicase 2%[25.9 µM].
For Clc1cc(Cl)c(-c2cc(Cl)c(Cl)cc2Cl)cc1Cl the results were TRb SRC2 PPI -4%[201 µM], TexasRed fluor -2%[201 µM], L3MBTL1 block 7%, HTT cytoprotect -1% and RECQ1 helicase -7%.
`O=P1(N(CCCl)CCCl)NCCCO1` (configuration not stated) gave Tau fluor cs -6%&0%, TRb SRC2 PPI -7%, TexasRed fluor -2%, HTT cytoprotect inconclusive, RECQ1 helicase -8%&-4%&-10%, Tau FP inhib -5%&-1% and Tau fibril ThT -8%&-1%.
For COc1ccccc1OCC(=O)Nc1ccc(Cl)cc1C(=O)c1ccccc1 the results were Tau fluor cs -18%, TRb SRC2 PPI -1%, TexasRed fluor -9%, L3MBTL1 block 4%, HTT cytoprotect -8%[10 µM], RECQ1 helicase -5%, Tau FP inhib -7% and Tau fibril ThT -14%.
Screening CCOc1ccc(CN(CCc2ccc3c(c2)OCO3)Cc2ccc(CC)cc2)cc1 returned Tau fluor cs -22%, TRb SRC2 PPI -4%, TexasRed fluor -1%, Tau FP inhib -15% and Tau fibril ThT -16%.
CC[C@H](CO)NC(=O)[C@H]1C=C2c3cccc4[nH]cc(c34)C[C@@H]2N(C)C1 was read as TRb SRC2 PPI -3%[53 µM], TexasRed fluor 0%[53 µM], HTT cytoprotect -8%[40.3 µM] and RECQ1 helicase -3%[25.9 µM].
Screening Cc1oc(-c2ccccc2)nc1CN1C(=O)C(C)N=C(c2ccccc2F)c2cc(Cl)ccc21 (configuration not stated) returned Tau fluor cs -16%, TRb SRC2 PPI 8%, TexasRed fluor 1%, L3MBTL1 block -1%, RECQ1 helicase -8%, Tau FP inhib -3% and Tau fibril ThT inconclusive.
For OC(c1ccccc1)(c1ccc(Cl)cc1)C1CN2CCC1CC2 (configuration not stated) the results were Tau fluor cs 2%, TRb SRC2 PPI 2%, TexasRed fluor -1%, L3MBTL1 block 45%[activator], HTT cytoprotect -9%[10 µM], RECQ1 helicase -5%, Tau FP inhib 7% and Tau fibril ThT -4%.
Screening O=C1NC(=O)C(=Cc2cc([N+](=O)[O-])ccc2N2CCCCC2)C(=O)N1 returned Tau fluor cs 2%, TRb SRC2 PPI 3%, TexasRed fluor -2%, HTT cytoprotect -43%, RECQ1 helicase 5%, Tau FP inhib 4% and Tau fibril ThT -10%.
For COc1ccc(C(=O)C23CN4CN(CN(C4)C2)C3)cc1 the results were Tau fluor cs -3%, TRb SRC2 PPI 2%, TexasRed fluor 2%, HTT cytoprotect -19%, RECQ1 helicase inactive, Tau FP inhib -5% and Tau fibril ThT -1%.
`c1ccc2oc(N3CCNCC3)nc2c1` gave Tau fluor cs 1%, TRb SRC2 PPI -17%, TexasRed fluor 1%, L3MBTL1 block -2%, HTT cytoprotect -13%, RECQ1 helicase -7%, Tau FP inhib 1% and Tau fibril ThT -9%.
Screening CC(=O)c1cccc(NC(=O)c2cccn(Cc3cccc(C)c3)c2=O)c1 returned Tau fluor cs -25%, TRb SRC2 PPI -2%, TexasRed fluor 0%, Tau FP inhib -6% and Tau fibril ThT inconclusive.
COc1ccc2c(c1O)-c1cc(O)cc3c1[C@@H](C2)N(C)CC3 was read as Tau fluor cs -18%, TRb SRC2 PPI -8%, TexasRed fluor -3%, HTT cytoprotect -25%, RECQ1 helicase -4%, Tau FP inhib 0% and Tau fibril ThT -16%.
C/C(=N\OC(=O)NC(C)C)c1sc(-c2ccccc2)nc1C was read as Tau fluor cs -7%, TRb SRC2 PPI -8%, TexasRed fluor 2%, L3MBTL1 block 9%, HTT cytoprotect -39%[inhibitor], RECQ1 helicase inconclusive, Tau FP inhib -2% and Tau fibril ThT -17%.
CN(C)C(=O)Oc1cccc(OCc2n(C)c3ccccc3[n+]2C)c1 was read as Tau fluor cs 8%, TRb SRC2 PPI 0%, TexasRed fluor -2%, L3MBTL1 block 9%, HTT cytoprotect -17%[10 µM], RECQ1 helicase -1%, Tau FP inhib 1% and Tau fibril ThT -2%.
CC(C)(C)c1cc([N+](=O)[O-])cc(C(C)(C)C)c1O was read as Tau fluor cs -18%, TRb SRC2 PPI 11%, TexasRed fluor -3%, L3MBTL1 block inconclusive, HTT cytoprotect -33%[inhibitor], RECQ1 helicase -13%, Tau FP inhib 2% and Tau fibril ThT -13%.
Screening NC(=O)CN1CC(O)CC1=O (configuration not stated) returned Tau fluor cs -3%, TRb SRC2 PPI -12%, TexasRed fluor -2%, HTT cytoprotect 5%, RECQ1 helicase -1%, Tau FP inhib 1% and Tau fibril ThT -5%.
Screening Cc1ccccc1OP(N)(=O)Oc1ccccc1C returned Tau fluor cs -6%, TRb SRC2 PPI -4%, TexasRed fluor -4%, HTT cytoprotect -34%, RECQ1 helicase -6%, Tau FP inhib 3% and Tau fibril ThT -6%.
`c1ccc(C2CC3CC4(CCCC4)N2O3)cc1` (configuration not stated) gave Tau fluor cs -8%, TRb SRC2 PPI 3%, TexasRed fluor -7%, L3MBTL1 block -5%, HTT cytoprotect 11%, RECQ1 helicase -3%, Tau FP inhib -5% and Tau fibril ThT -8%.
For O=C(NCc1ccc2c(c1)CCN2C(=O)c1ccccc1)Nc1cccc(C(F)(F)F)c1 the results were Tau fluor cs inconclusive, TRb SRC2 PPI 0%, TexasRed fluor -2%, Tau FP inhib inconclusive and Tau fibril ThT 2%.
`Cc1ncc(CN2CCCC(C(=O)c3ccc(C(C)(C)C)cc3)C2)s1` (configuration not stated) gave Tau fluor cs -5%, TRb SRC2 PPI -9%[53 µM], TexasRed fluor -4%[53 µM], L3MBTL1 block -25%, HTT cytoprotect 22%[10 µM], RECQ1 helicase -11%, Tau FP inhib 2% and Tau fibril ThT -12%.
For C=C(Cl)CSC(=S)N(CC)CC the results were TRb SRC2 PPI 1%, TexasRed fluor -1%, L3MBTL1 block 37%[activator], HTT cytoprotect 2% and RECQ1 helicase -7%.
Screening COc1ccc(-n2c(O)c(/C=C/C=Nc3ccccc3)c(=O)[nH]c2=O)cc1 returned Tau fluor cs 8%, TRb SRC2 PPI -1%, TexasRed fluor 3%, L3MBTL1 block -6%, HTT cytoprotect 25%[0.074 µM], RECQ1 helicase inconclusive, Tau FP inhib -1% and Tau fibril ThT 2%.
Screening CCOC(=O)C(O)(c1ccc(NC(=O)c2ccco2)c(OC)c1)C(F)(F)F (configuration not stated) returned Tau fluor cs -2%, TRb SRC2 PPI -10%, TexasRed fluor 0%, HTT cytoprotect 7%, RECQ1 helicase 7%, Tau FP inhib 5% and Tau fibril ThT -3%.
`COc1ccc(CNCC(=O)N2CCC3(CC2)OCCO3)cc1` gave Tau fluor cs -4%, TRb SRC2 PPI -4%, TexasRed fluor -3%, L3MBTL1 block 1%, HTT cytoprotect -2%[10 µM], RECQ1 helicase -2%, Tau FP inhib inconclusive and Tau fibril ThT -3%.

Source: PubChem (National Center for Advancing Translational Sciences (NCATS))
